# Screens (PubChem BioAssay)
# G9a inh: qHTS Assay for Inhibitors of Histone Lysine Methyltransferase G9a; G9a H3K9 monomethylation, AlphaScreen, 2 h; Potency, µM (series often up to 102 µM), without a hit: at the highest dose activity, negative = inhibition, actives largely listed as inhibitors; hit rate 8.8% among 350,000; AID 504332, 2011; Histone-lysine N-methyltransferase EHMT2 (Homo sapiens), Q96KQ7; further: potency means the concentration at half of the fitted maximal effect; on the % scale 0 is the no-effect control and ±100 the full control effect; nearly all actives have a fitted effect of over 75% in size
#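 Step 1: enzyme (final 20 nM) with compound, 15 min RT. Step 2: substrate peptide 500 nM and SAM 20 uM, 2 h RT. Step 3: anti-H3K9me1 antibody and AlphaScreen beads, 10 min, then plate read.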
# HP1b chromo inh: HTS for Inhibitors of HP1-beta Chromodomain Interactions with Methylated Histone Tails; Chromobox protein homolog 1 (Homo sapiens), P83916; AlphaScreen HP1-beta / biotin-H3K9me3 peptide binding; Potency, µM (top dose mostly 114 µM), for inactives: at the highest dose activity change, negative = inhibition, actives largely listed as inhibitors; hit rate 0.56% among 390,000; AID 540317, 2011; further: potency means the concentration at half of the fitted maximal effect; nearly all actives have a fitted effect of over 70% in size; inactives centre near 23
# Target sequence (P83916 whole entry, looked up): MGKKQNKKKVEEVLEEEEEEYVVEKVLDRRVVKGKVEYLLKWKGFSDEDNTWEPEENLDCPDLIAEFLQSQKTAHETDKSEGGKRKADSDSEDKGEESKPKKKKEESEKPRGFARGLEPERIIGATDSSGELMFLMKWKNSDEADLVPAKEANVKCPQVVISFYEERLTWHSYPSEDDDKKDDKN
#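 HP1-beta protein (50 nM final) preincubated 30 min at room temperature with biotinylated H3(1-18)K9me3 peptide (50 nM) in PBS pH 7.4, 0.01% Tween-20, then compound added for 30 min. AlphaScreen streptavidin donor/nickel chelate acceptor beads (10 ug/mL final), 30 min dark, luminescence read.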
# BAZ2B inh: qHTS Assay for Inhibitors of BAZ2B. Bromodomain adjacent to zinc finger domain protein 2B (Homo sapiens), Q9UIF8. AlphaScreen BAZ2B-H3K14Ac peptide displacement. Potency, µM (titrated, usually from 114 µM), without a hit: at the top dose activity change, negative = inhibition, hits mostly inhibitors. hit rate 4.4% among 360,000; further: potency means the concentration at half of the fitted maximal effect; on the % scale 0 is the no-effect control and ±100 the full control effect; nearly all actives have a fitted effect of over 60% in size
#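 BAZ2B 50 nM plus b-H3(5-23)K14Ac 50 nM, PBS pH 7.4/0.01% Tween-20, 30 min RT; compound added (max 110 uM), 30 min RT; streptavidin donor/Ni-chelate acceptor beads 10 ug/mL final, 20 min dark; AlphaScreen read.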
# 12-LOX inh: Primary qHTS assay for inhibitors of human arachidonate 12S-lipoxygenase (ALOX12): Round 2; hit rate 1.1% among 580,000; Polyunsaturated fatty acid lipoxygenase ALOX12 (Homo sapiens), P18054; purified 12hLO, xylenol orange hydroperoxide absorbance; Potency, µM (titrated, usually from 108 µM), for inactives: at the top dose activity change, negative = inhibition, most hits filed as inhibitors; further: potency means the concentration at half of the fitted maximal effect; on the % scale 0 is the no-effect control and ±100 the full control effect
#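 Hydroperoxide product was detected by ferrous iron/xylenol orange as the 573 to 405 nm absorbance ratio. Arachidonic acid at 40 uM (final) was turned over for 30 min at room temperature by 150 nM human 12hLO, pH 7.0 Hepes buffer, after 15 min compound preincubation.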
# JMJD2A Tudor inh: qHTS Assay for Inhibitors of JMJD2A-Tudor Domain. Lysine-specific demethylase 4A (Homo sapiens), O75164. AlphaScreen JMJD2A-Tudor / H3K4me3 peptide binding. Potency, µM (highest dose often 114 µM), without a hit: at the top dose activity change, negative = inhibition, actives largely listed as inhibitors. hit rate 4.4% among 390,000; further: potency means the concentration at half of the fitted maximal effect; on the % scale 0 is the no-effect control and ±100 the full control effect; nearly all actives have a fitted effect of over 50% in size
# PI4K2A block: qHTS for small molecular inhibitors of PI4K2A | Phosphatidylinositol 4-kinase type 2-alpha (Homo sapiens), Q9BTU6 | AID 1346378, 2018 | hit rate 0.13% among 420,000 | purified PI4K2A, ADP-Glo luminescence, 1 h; stronger effect = lower value | activity change, negative = inhibition, % at 76.9 µM; in the data active means activity change below about -50%; inconclusive means mostly about -30% to -49%;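 further: -100% = wells without enzyme as full effect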
#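 In this quantitative HTS, ADP production by PI4K2A was quantified luminescently after 1 h at ambient temperature; 100 microM adenosine served as plate-quality control.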
# GLS inh: qHTS for Inhibitors of Glutaminase (GLS) | Glutaminase kidney isoform, mitochondrial (Homo sapiens), O94925 | GLS enzymatic activity, qHTS titration | Potency, µM (titrated, usually from 45.5 µM), for the others: top-dose activity change, negative = inhibition, actives largely listed as inhibitors | hit rate 0.21% among 410,000 | AID 624170, 2012; further: potency means the concentration at half of the fitted maximal effect; on the % scale 0 is the no-effect control and ±100 the full control effect
# Target sequence (O94925 whole entry, looked up, canonical isoform): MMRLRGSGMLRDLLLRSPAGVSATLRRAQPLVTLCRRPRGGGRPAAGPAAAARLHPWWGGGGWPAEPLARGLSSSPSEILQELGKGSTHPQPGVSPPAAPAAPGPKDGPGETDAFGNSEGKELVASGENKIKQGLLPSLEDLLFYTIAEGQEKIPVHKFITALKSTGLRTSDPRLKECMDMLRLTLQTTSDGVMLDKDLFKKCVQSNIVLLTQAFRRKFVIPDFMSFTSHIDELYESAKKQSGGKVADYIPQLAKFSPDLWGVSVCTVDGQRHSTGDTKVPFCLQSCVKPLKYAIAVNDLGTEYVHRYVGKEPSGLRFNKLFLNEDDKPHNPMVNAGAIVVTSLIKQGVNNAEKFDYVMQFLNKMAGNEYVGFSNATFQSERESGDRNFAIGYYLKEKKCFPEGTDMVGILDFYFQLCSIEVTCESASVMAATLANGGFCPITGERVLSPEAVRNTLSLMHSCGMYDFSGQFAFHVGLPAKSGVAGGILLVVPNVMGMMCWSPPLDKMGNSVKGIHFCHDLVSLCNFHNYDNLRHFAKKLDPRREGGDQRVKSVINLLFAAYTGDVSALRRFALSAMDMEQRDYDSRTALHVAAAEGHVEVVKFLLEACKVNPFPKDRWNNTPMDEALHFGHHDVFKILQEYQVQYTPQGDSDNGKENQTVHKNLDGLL
#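 hKGA in 45 mM KH2PO4 (pH 8.2), 0.02% Tween-20 with compound, then 1mM L-Glutamine (stock as added) plus glutamate oxidase/HRP/Amplex red coupling mix. Fluorescence read initially and after 30 min at RT; signal change reflects glutamate formation.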
# RGS4 inh: Inhibitors of Regulator of G Protein Signaling (RGS) 4: qHTS. Potency, µM (titrated, usually from 114 µM), for the others: at the top dose activity change, negative = inhibition, most hits filed as inhibitors. Transcreener GDP fluorescence polarization, RGS4-accelerated GTP hydrolysis. hit rate 0.039% among 390,000. Regulator of G-protein signaling 4 (Homo sapiens), P49798; further: potency means the concentration at half of the fitted maximal effect; on the % scale 0 is the no-effect control and ±100 the full control effect; nearly all actives have a fitted effect of over 75% in size; some results filed as inactive show a strong effect at the top dose
# Target sequence (P49798 whole entry, looked up): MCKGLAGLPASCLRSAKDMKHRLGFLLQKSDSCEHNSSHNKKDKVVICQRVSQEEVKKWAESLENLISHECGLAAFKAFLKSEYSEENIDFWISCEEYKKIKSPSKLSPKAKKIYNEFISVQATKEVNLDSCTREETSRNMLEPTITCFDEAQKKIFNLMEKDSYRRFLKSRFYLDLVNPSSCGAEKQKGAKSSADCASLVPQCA
#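 MLSMR compounds (23 nl, pin-transferred) preincubated 10 min at room temperature with a 500nM (2x) first reagent, then RGS4 at 900nM (2x) plus Transcreener GDP mix added; fluorescence polarization (620/688 nm) read before and after 90 min at 30 °C.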
# ERG-DNA inh: qHTS for Small Molecule Inhibitors of the ERG Ets/DNA interaction; Transcriptional regulator ERG (Homo sapiens), P11308; fluorescence polarization, His-ERG Ets domain / labelled DNA; Potency, µM (top dose mostly 76.9 µM), for the others: at the highest dose FP activity, negative = inhibition, usual class: inhibitors; hit rate 0.028% among 370,000; active means well fitted inhibition curve with a large enough effect in the polarisation, with a control signal flat; inconclusive means small, poorly fitted or top-dose-only effect, or effect the other way, or a change in a side signal; inactive means no such curve, though single readings can be large or run the other way; the % refers to the polarisation;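 further: polarization taken with two DNA probes labelled with fluorescein and Texas red; potency means the concentration at half of the fitted maximal effect; % of control where 0% means no effect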
#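 His-tagged ERG Ets domain (1 uM in the protein solution; 300mM KCl, 50mM Tris-HCl, 1mM EDTA, 1mM DTT, pH 7.5) received compound, then a probe mix of 5 nM fluorescein-DNA and 100nM Texas-615-DNA. Fluorescence polarization was read for both dyes.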
# An asterisk follows results filed as active; i = inactive; ? = inconclusive; . = no result given; [ ] = another dose, or the depositor's remark. Unless noted, the call rests on the fitted dose curve; in most records, active means well fitted curve in the direction sought with a large enough effect; inconclusive means small, poorly fitted or top-dose-only effect, or another doubt; inactive means no such curve, though single readings can be large; an effect the other way counts as inactive or inconclusive.
SMILES,G9a inh,HP1b chromo inh,BAZ2B inh,12-LOX inh,JMJD2A Tudor inh,PI4K2A block,GLS inh,RGS4 inh,ERG-DNA inh
CN(C)S(=O)(=O)c1ccc(Oc2ccc(S(=O)(=O)N(C)C)cc2)cc1,9%[12.7 µM],33%,0%,.,1%,1,-8%,-14%,4%
Cc1cc(C)n(C(=O)CNc2ccc(C)c(C)c2)n1,-46%[59 µM],-3%,?,?,-21%[57.1 µM],0,29%,10%[11.4 µM],7%
COc1cc(/C=C/C(=O)OCC(=O)N2CCCc3ccccc32)ccc1OC(F)F,-30%,-8%,2%,1%,-16%,0,-3%,-13%,-1%
CC(C)CC1NC(=O)N(CC(=O)N2CCN(S(=O)(=O)c3ccccc3)CC2)C1=O (stereo not drawn),2%[12.7 µM],35%,1%,0%,-17%,2,7%,-3%,-6%
CSCCC(C(=O)OCC(=O)c1ccc(C)c(C)c1)N1C(=O)c2ccccc2C1=O (stereo not drawn),3%[59 µM],15%,-4%,?,-25%,-3,1%,32%,-2%
CCn1c(=S)ccc2ccc(OC)cc21,?,37%,-6%,-3%,-2%,-6,12%,-9%,4%
Cc1noc(C)c1COc1ccc(C(=O)OCC(=O)NCc2ccccc2Cl)cc1,10%[59 µM],45%[activator],2%,0%,-6%[57.1 µM],0,1%,?,-4%
c1ccc(Nc2nc(-c3cccnc3)cs2)nc1,-27%[0.0925 µM],13%,-3%,-25%,-14%,-5,37%[activator],3%,11%
CCN(C(=O)CN1C(=O)NC2(CCc3ccccc32)C1=O)C1CCS(=O)(=O)C1 (stereo not drawn),-8%[12.7 µM],34%[activator],-5%,198%[activator],-12%,-3,-2%,9%,-20%
C=CCN(CC=C)S(=O)(=O)c1ccc(C(=O)Nc2nnc(CSC)o2)cc1,-3%,37%,?,-2%,-16%,3,-6%,8%,-1%
Cc1cc(NC(=O)CSc2nc3c([nH]c4ccccc43)c(=O)n2-c2cccc(Cl)c2)no1,15%[59 µM],23%[57 µM],3%,-11%,-16%,-1,5%,18%,5%
Cc1cc(F)ccc1S(=O)(=O)N1CCCOC1CNC(=O)C(=O)NC1CCCCC1 (stereo not drawn),.,22%,-6%,0%,-8%,-1,-8%,29%,20%
CSc1ccc(CCNC(=O)c2cc3n(n2)CCCN(Cc2ccc(C)cc2)C3=O)cc1,6%[59 µM],14%,-6%,4%,-28%,3,3%,15%,0%
CC(C)c1ccc(OCC(=O)Nc2ccc(S(=O)(=O)Nc3ncccn3)cc2)cc1,11%[59 µM],51%[activator],4%,-1%,3%,0,17%,-14%,-2%
O=C1CN(c2ccccc2)C(=S)N1c1ccccc1,0%,7%,-2%,59%,-1%,0,-13%,18%,8%
Cc1ccc(-c2nn3c(=O)cc(CN4CCN(C(=O)Nc5cccc(C(F)(F)F)c5)CC4)nc3s2)cc1,7%[59 µM],18%[57 µM],-23%,-9%,-9%,2,4%,-7%,11%
COc1ccc(OC)c(C(=O)NC(CC(N)=O)c2ccc(N3CCC(Cc4ccccc4)CC3)c([N+](=O)[O-])c2)c1 (stereo not drawn),.,-20%,45µM*,-1%,?,2,-11%,-11%,3%
CC(=C/c1ccc(C(C)C)cc1)/C=N/NC(=O)Cn1nnnc1N,7%,48%[activator],?,1%,-23%,-3,-1%,-18%,6%
CCOc1ccccc1NC(=O)Cc1coc2cc(C)ccc12,-22%[12.7 µM],77%[activator],4%,i,52%[activator],1,-3%,13%,-4%
CC(C)(C)Nc1nc(Cl)nc(N(C#N)CN2C(=O)c3ccccc3S2(=O)=O)n1,-9%,-22%,-9%,?,-17%[11.4 µM],-8,0%,?,-3%
CN(C)Cc1nc2ccccc2c(=O)n1Cc1nc(-c2cccc([N+](=O)[O-])c2)cs1,?,?,-36%,3%,?,5,-15%,12%,0%
CC(NC(=O)CSc1nnc2n1CCCCC2)c1ccccc1Cl (stereo not drawn),29%[59 µM],23%,-2%,60%[activator],6%,-1,6%,1%,-4%
Cc1ccc(C(=O)Nc2ccc(N3CCN(C(=O)c4ccco4)CC3)cc2)cc1,2%,-7%,-28%,1%,79µM*,-1,15%,-18%,-1%
CN(Cc1cccs1)C(=O)c1cc(S(=O)(=O)N2CCOCC2)ccc1N1CCCC1,-3%[2.33 µM],36%,6%,31%,-13%,-4,-4%,3%,-3%
COc1ccc(Cl)cc1NC(=O)CSc1nc(Nc2ccccc2)nc(N2CCOCC2)n1,76%[activator],32%,1%,94%[activator],-17%,-1,0%,-14%,-10%
Cc1cn2c(nc(=O)c3cccnc32)s1,9%[59 µM],17%,10%,1%,-16%,2,9%,-1%,0%
NNC(=O)c1ccc(COc2ccc([N+](=O)[O-])cc2)o1,8%,32%,-4%,0%,-27%,6,11%,-1%,-6%
CN(CC(=O)Nc1cccc(F)c1)C(=O)c1ccc(C(=O)c2ccccc2)cc1,?,8%,0%,17%,-13%,2,2%,0%,3%
CCN1C(=O)CC(N2CCOCC2)C1=O (stereo not drawn),-7%[12.7 µM],38%,-4%,0%,-10%,8,-1%,22%,3%
Oc1c(Br)cc2oc3c(c2c1CNCc1ccccc1)CCCC3,?,9%,?,73%[activator],-11%,2,0%,?,5%

# Looked up by structure from the entries so far, 5 records:
SMILES,G9a inh,HP1b chromo inh,BAZ2B inh,12-LOX inh,JMJD2A Tudor inh,PI4K2A block,GLS inh,RGS4 inh,ERG-DNA inh
COc1ccc(OC)c(C(=O)NC(CC(N)=O)c2ccc(N3CCC(Cc4ccccc4)CC3)c([N+](=O)[O-])c2)c1 (stereo not drawn),.,-20%,45µM*,-1%,?,2,-11%,-11%,3%
CC(=C/c1ccc(C(C)C)cc1)/C=N/NC(=O)Cn1nnnc1N,7%,48%[activator],?,1%,-23%,-3,-1%,-18%,6%
Cc1cn2c(nc(=O)c3cccnc32)s1,9%[59 µM],17%,10%,1%,-16%,2,9%,-1%,0%
CCOc1ccccc1NC(=O)Cc1coc2cc(C)ccc12,-22%[12.7 µM],77%[activator],4%,i,52%[activator],1,-3%,13%,-4%
COc1ccc(Cl)cc1NC(=O)CSc1nc(Nc2ccccc2)nc(N2CCOCC2)n1,76%[activator],32%,1%,94%[activator],-17%,-1,0%,-14%,-10%

# Carrying on.
SMILES,G9a inh,HP1b chromo inh,BAZ2B inh,12-LOX inh,JMJD2A Tudor inh,PI4K2A block,GLS inh,RGS4 inh,ERG-DNA inh
CC(=O)OC(C#CCN1CCOCC1)c1ccccc1 (stereo not drawn),0%[59 µM],22%,0%,-19%,5%,1,.,4%,-6%
CN(C(=O)COC(=O)c1ccc2c(c1)OCO2)c1c(N)n(Cc2ccccc2)c(=O)[nH]c1=O,23%[2.33 µM],34%,16%,20%,1%,-4,2%,4%,-10%
COc1ccc(C(C)(C)C)cc1NS(=O)(=O)c1cccc2cccnc12,22%,11%,-8%,2%,-30%,-9,-6%,-18%,-3%
Cc1ccc(CCNC(=O)CN(c2ccc(C)cc2)S(=O)(=O)N(C)C)cc1,6%[59 µM],62%[activator],-1%,0%,-4%,-7,-1%,1%,4%
COc1ccc(CN2CCN(Cc3c[nH]c4ccccc34)CC2CCO)cc1C (stereo not drawn),-6%[59 µM],3%,8%[0.457 µM],?,-29%,-2,-1%,7%,-5%
COc1ccc(C2NC(=O)CCC2[N+](=O)[O-])cc1OC (stereo not drawn),1%,27%,-15%,?,4%,-1,-3%,-10%,-3%
CCOc1ccc(-c2cn(S(=O)(=O)c3cccc4nsnc34)nc2N)cc1,?,-17%,?,0%,?,-3,-1%,-14%,15%
Nc1nc(C(c2ccccc2)c2ccccc2)cs1,-26%,4%,-27%,?,-22%,4,1%,-16%,-1%
Cc1cc(N2C(=O)C3CCC(c4ccccc4)CC3C2=O)no1 (stereo not drawn),-5%,20%,-13%,-10%,1%,3,3%,-15%,5%
CN1CCN(C(=O)C(Cc2ccccc2)NS(=O)(=O)c2ccc3c(c2)CCC(=O)N3)CC1 (stereo not drawn),?,27%,6%,48%[activator],-12%,-6,0%,20%,7%

# A portion of the library. The share of hits here may be higher or lower than overall.
